CXXC DNA block = qHTS Fluorescence Polarization Assay for Inhibitors of MLL CXXC domain - DNA interaction. AID 2662, 2010. 0.037% of 290,000 active. Potency, µM (top dose mostly 115 µM), without a hit: top-dose activity change, negative = inhibition, usual class: inhibitors. MLL-CXXC / FITC-HOXA9 DNA fluorescence polarization. Histone-lysine N-methyltransferase 2A (Homo sapiens), Q03164; active = well fitted inhibition curve with a large enough effect in the polarisation, with a control signal flat, not every such curve was filed as active; inconclusive = small, poorly fitted or top-dose-only effect, or effect the other way, or a change in a side signal; inactive = no such curve, though single readings can be large or run the other way; the % refers to the polarisation; note: potency is the fitted concentration of half-maximal effect
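Steps: dispense CXXC domain solution (7 uM) → pin compounds or unlabeled HOX-A9 DNA control → 5 min ambient → add FLSN-HOX-A9 solution (50 nM) → spin → 30 min ambient → fluorescence polarization. Tris pH 7.5/NaCl/DTT/BSA buffer.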
PKM2 act = qHTS Assay for Activators of Human Muscle isoform 2 Pyruvate Kinase; Potency, µM (highest dose often 57.5 µM), without a hit: at the highest dose activation, actives largely listed as activators; purified PKM2, Kinase-Glo ATP luminescence, activation; response scale: 0% is enzyme alone, no compound; 0.34% of 260,000 active; note: potency is the fitted concentration of half-maximal effect; % is set by controls: 0 for no effect and ±100 for the full control effect; nearly all actives have a fitted effect of over 55% in size
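hPK-M2, >95% pure; 0.1 mM ADP / 0.5 mM PEP final; imidazole pH7.2 buffer w/ 7 mM MgCl2, 50 mM KCl; 1 h RT; Kinase-Glo lum. Intermediate enzyme activity for dual inhibitor/activator qHTS.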
KCNH2 3.1 block = qHTS for Inhibitors of KCHN2 3.1: Mutant qHTS; U2OS KCNH2 3.1, thallium flux FluxOr; stronger effect = lower value; AID 720553, 2013; 0.95% of 340,000 active; activity change, % (tested at about 1.8 µM);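 active = maximum activity change below -70%; inconclusive = maximum activity change from -70% to -50%; inactive = maximum activity change above -50%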;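 note: thallium influx rate constant from kinetic fluorescence after stimulation buffer; % is set by controls: 0 for no effect and ±100 for the full control effect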
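Virally transduced U2OS (3.1 isoform, 4 h infection in dark at RT) → overnight 37 C → FluxOr + Red40 in HBSS/HEPES, 45 min → stimulation buffer, 2 min kinetic read → rate constant vs DMSO controls.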
B2AR arrestin = qHTS assay of beta-arrestin-biased ligands of beta2-adrenergic receptor; 0.02% of 330,000 active; beta-arrestin recruitment to beta2AR, cell-based reporter; Potency, µM (doses to about 46.1 µM), inactives show at the highest dose activation, hits mostly activators; Beta-2 adrenergic receptor (Homo sapiens), P07550; AID 492947, 2010;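 note: potency is the fitted concentration of half-maximal effect; 0% = DMSO controls and full agonism = EC100 isoproterenol or metaproterenol; nearly all actives have a fitted effect of over 65% in size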
Giardia kill = Small Molecules that selectively kill Giardia lamblia: qHTS; Giardia lamblia trophozoite viability; activity change, % at 7.66 µM, hits read low; 0.15% of 340,000 active; AID 540267, 2011; in the data active = activity change below about -80%; inconclusive = between about -30% and that limit;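 note: parasites exposed to compound for two days anaerobically before the ATP read; % is set by controls: 0 for no effect and ±100 for the full control effect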
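Viability, read as ATP luminescence: trophozoites at 100 cells/well, compound added, 48 hrs anaerobic at 37 deg C, then 15-30 min room-temperature development before reading.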
TRPV1 agonist = HTS Assay for Compounds that Act as Agonists of the Vanilloid Receptor 1. TRPV1-expressing cells, Fluo-8 calcium influx, agonist mode. 0.19% of 320,000 active. Transient receptor potential cation channel subfamily V member 1 (Homo sapiens), Q8NER1. activation, % at 8.33 µM; in the data active = activation above about 80%; inconclusive = between about 30% and that limit; note: 0% is about no effect
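Cells expressing TRPV1 were dye-loaded with Fluo-8 and read kinetically: 10 s baseline, 3 min after compound (agonist portion), then 2 min after EC20 capsaicin (allosteric enhancer portion). Calcium-bound dye fluorescence at 480/520 nm.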
Coupling enz = qHTS Assay for Inhibitors of Fructose-1,6-bisphosphate Aldolase from Giardia Lamblia: Coupling assay counterscreen. 0.67% of 290,000 active. coupling enzyme system counterscreen, AmpLite Red fluorescence. activity change, negative = inhibition, % at 58.2 µM, hits read low; in the data active = activity change below about -30%; note: % is set by controls: 0 for no effect and ±100 for the full control effect
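Counterscreen lacking aldolase: glyceraldehyde-3-phosphate coupling-enzyme reagent preincubated 10 min at RT with compound (at 57.5 uM final), then substrate/coupling system with AmpLite Red added; fluorescence read at 525/598 nm after 20 min RT.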
KCNH2 WT inh = qHTS for Inhibitors of KCHN2 3.1: Wildtype qHTS. activity change, % at 1.84 µM. AID 720551, 2013. 0.37% of 340,000 active. Voltage-gated inwardly rectifying potassium channel KCNH2 (Homo sapiens), Q12809. U2OS, BacMam KCNH2, thallium flux FluxOr; stronger effect = lower value;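 active = maximum activity change below -70%; inconclusive = maximum activity change between -70% and -50%; inactive = maximum activity change above -50%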; note: % is set by controls: 0 for no effect and ±100 for the full control effect
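U2OS cells were transduced with wild-type KCNH2 virus (2.03 x 10^8 / mL) for 4 h at room temperature, then cultured overnight at 37 C. Thallium flux was read with FluxOr dye. Rate constants were normalized to DMSO controls.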
USP2a inh = qHTS Assay for Inhibitors of Ubiquitin-specific Protease USP2a Using CHOP2 as the Reporter. USP2 core, Ub-CHOP2 coupled fluorogenic reporter, 485/531. 0.01% of 330,000 active. Potency, µM (highest dose often 38.3 µM), inactives show top-dose activity change, negative = inhibition, actives largely listed as inhibitors. Ubiquitin carboxyl-terminal hydrolase 2 (Homo sapiens), O75604;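 note: potency is the fitted concentration of half-maximal effect; plate controls were DMSO wells for no effect and full inhibition by NEM control for full effect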
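Cell-free coupled assay: 10nM USP2 core preincubated 30min RT with compound in Tris-HCl pH 8.0/CaCl2/CHAPS buffer, then 25nM Ub-CHOP2 and 25nM reporter substrate; fluorescence (Ex 485/Em 531) read after 60min RT, normalized to NEM inhibition, concentration-response curves fitted.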
Menin-MLL TR inh = qHTS Assay for Inhibitors Targeting the Menin-MLL Interaction in MLL Related Leukemias: Competition With Texas Red Labeled MLL-derived Mutant Peptide | Menin + Texas Red MLL mutant peptide, fluorescence polarization | AID 1768, 2009 | Potency, µM (doses to about 61.6 µM), for the others: at the top dose FP activity change, negative = inhibition, usual class: inhibitors | 0.23% of 270,000 active | O00255; active = well fitted inhibition curve with a large enough effect in the polarisation, with a control signal flat, not every such curve was filed as active; inconclusive = small, poorly fitted or top-dose-only effect, or effect the other way, or a change in a side signal; inactive = no such curve, though single readings can be large or run the other way; the % refers to the polarisation; note: potency is the fitted concentration of half-maximal effect; % of control where 0% means no effect; many of its hits are not listed in these tables
Target sequence (O00255 whole entry, looked up): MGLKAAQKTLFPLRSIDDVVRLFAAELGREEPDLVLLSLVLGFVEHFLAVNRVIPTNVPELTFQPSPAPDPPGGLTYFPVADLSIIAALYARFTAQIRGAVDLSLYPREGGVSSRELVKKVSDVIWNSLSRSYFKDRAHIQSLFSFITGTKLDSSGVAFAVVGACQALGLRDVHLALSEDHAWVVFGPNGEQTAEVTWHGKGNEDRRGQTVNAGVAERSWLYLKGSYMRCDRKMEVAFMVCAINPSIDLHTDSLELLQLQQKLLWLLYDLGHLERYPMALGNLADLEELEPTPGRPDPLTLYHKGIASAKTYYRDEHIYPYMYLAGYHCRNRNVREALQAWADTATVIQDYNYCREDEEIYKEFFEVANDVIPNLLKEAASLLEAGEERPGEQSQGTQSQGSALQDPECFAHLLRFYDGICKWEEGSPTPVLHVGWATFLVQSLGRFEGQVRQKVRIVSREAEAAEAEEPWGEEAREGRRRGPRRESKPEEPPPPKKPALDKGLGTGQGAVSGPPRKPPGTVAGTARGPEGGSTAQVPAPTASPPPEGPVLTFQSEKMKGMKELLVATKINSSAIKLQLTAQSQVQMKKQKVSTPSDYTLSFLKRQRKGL
GALK inhibitor = qHTS Assay for Inhibitors of Human Galactokinase (GALK); P51570; Purified GALK, Kinase-Glo residual ATP luminescence; Potency, µM (series often up to 57.5 µM), for the others: top-dose activity change, negative = inhibition, actives largely listed as inhibitors; 0.007% of 270,000 active; AID 1868, 2009; note: potency is the fitted concentration of half-maximal effect; % is set by controls: 0 for no effect and ±100 for the full control effect
Target sequence (P51570 whole entry, looked up): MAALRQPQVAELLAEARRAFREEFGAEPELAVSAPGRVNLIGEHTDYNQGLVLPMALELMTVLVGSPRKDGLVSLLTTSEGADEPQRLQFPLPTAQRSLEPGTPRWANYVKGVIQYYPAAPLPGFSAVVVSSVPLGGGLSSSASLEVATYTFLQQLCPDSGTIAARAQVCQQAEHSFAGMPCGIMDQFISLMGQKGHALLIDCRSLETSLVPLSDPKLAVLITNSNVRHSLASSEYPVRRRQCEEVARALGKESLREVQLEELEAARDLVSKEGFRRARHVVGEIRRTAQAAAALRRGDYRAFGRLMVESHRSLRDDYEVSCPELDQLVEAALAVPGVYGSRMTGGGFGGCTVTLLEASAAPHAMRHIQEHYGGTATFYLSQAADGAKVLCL
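Compounds were pin-transferred into ATP buffer (35 uM final), then GALK plus galactose (5 nM, 100 uM final) was added. After 1 h at room temperature, Kinase-Glo Plus was added and luminescence read after 10 min.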
* marks the source's active call; other numbers are inactive results; ? = inconclusive; nt = no result given; [ ] = another dose, or the depositor's remark. Unless noted, calls come from the whole dose curve; as a rule, active = well fitted curve in the direction sought with a large enough effect; inconclusive = small, poorly fitted or top-dose-only effect, or another doubt; inactive = no such curve, though single readings can be large; an effect the other way counts as inactive or inconclusive.

SMILES	CXXC DNA block	PKM2 act	KCNH2 3.1 block	B2AR arrestin	Giardia kill	TRPV1 agonist	Coupling enz	KCNH2 WT inh	USP2a inh	Menin-MLL TR inh	GALK inhibitor
CCC(Sc1nc2n[nH]c(C)c2c(=N)n1-c1cccc(Cl)c1)C(=O)NCCOC (stereo not given)	4%	1%	-20	-0.9%	-2	4	1	-13	3%	3%	-4%
Cn1nc(C2CC2)cc1NC(=O)CC(CC(=O)O)c1ccccc1 (stereo not given)	-4%	4%	-1	-1.0%	13	-2	3	6	1%	nt	nt
Cn1[nH]c(C(F)(F)F)c(C=NCc2ccc(Cl)cc2)c1=O	8%	1%	10	-1.0%	-19	-3	-1	-8	1%	-21%	0%
COC(=O)C(Sc1nc(C)cc(C)c1C#N)c1ccccc1 (stereo not given)	-1%	3%	-2	0.4%	20	11	-2	-7	-2%	17%	-3%
CCCCn1c(SCC(=O)Nc2ccc3c(c2)OCCO3)nnc1C(CC)N(C)C (stereo not given)	nt	nt	-39	-0.5%	9	1	nt	-14	-1%	nt	nt
Cc1noc(C)c1S(=O)(=O)NCc1cccc(Cl)c1	nt	nt	-11	-0.8%	-9	4	nt	-7	-1%	nt	nt
CCN(C(=O)CSc1nnc(COc2cccc(C)c2)o1)c1nc(C)cs1	20%	nt	-13	0.1%	16	1	1	-6	2%	26%	4%
CCOCCn1c(CN2CCCC(C)C2)nc2c1c(=O)n(C)c(=O)n2C (stereo not given)	-3%	0%	9	-0.3%	9	-5	5	3	-1%	nt	0%
CC(=O)c1ccc(NC(=O)CCC(=O)OCC(=O)c2cccc([N+](=O)[O-])c2)cc1	19%	-2%	7	-0.2%	-3	5	3	-1	0%	14%	1%
CC(C)c1[nH]nc2c1C(C(C)C)C(C#N)=C(N)O2 (stereo not given)	-4%	-5%	0	0.1%	-9	-4	6	2	3%	6%	9%
COc1cccc(-n2c(C)cc(/C=C3\C(=N)N4N=C(CC(=O)N5CCOCC5)SC4=NC3=O)c2C)c1	11%	-1%[0.46 µM]	-12	0.5%	-2	1	1	-6	0%	25%	7%
O=C(O)c1cc(S(=O)(=O)N(Cc2ccccc2)c2cccc(C(F)(F)F)c2)ccc1Cl	0%	nt	-1	-0.3%	-15	3	23	5	3%	33%[activator]	-3%
COc1ccc(CCNC(=O)CSc2nnc3ccc(-c4ccccn4)nn23)cc1	nt	nt	-11	0.0%	16	-2	nt	10	0%	nt	nt
CCc1cc2c(=O)n(CCC(C)C)c(=S)[nH]c2s1	1%	0%	-9	-1.0%	7	?	3	-27	3%	26%	8%
COc1ccc(OC)c(CN2CCCC(C(=O)c3ccccc3SC)C2)c1 (stereo not given)	4%	-6%	-41	-0.6%	-16	-1	-1	30	0%	-13%	3%
COCCOC(=O)C(CC(=O)O)NCc1ccco1 (stereo not given)	2%	-13%	23	0.3%	1	1	-1	31	-2%	nt	0%
CC(C)(C)c1ccc(C(=O)NCCOc2ccccc2F)cc1	?	nt	0	-0.3%	-16	?	-2	-2	-3%	-26%	-1%
O=C(Nc1cn(-c2ccccc2)nc1-c1ccc(F)cc1)c1ccccc1	-3%	-1%	-8	0.3%	11	23	0	-13	3%	0%	0%
CC(CCc1ccccc1)NC(=O)CCN1N=C(c2ccccc2)CCC1=O (stereo not given)	2%	4%	8	-0.6%	-4	14	0	-4	4%	-27%	0%
CC(C)CNC(=O)c1cccc(NC(=O)c2ccco2)c1	8%	-2%	-1	0.1%	8	4	-3	4	1%	nt	-3%
COc1cccc(C(=O)Nc2ccc3c(c2)C(=O)NC3=O)c1	21%	0%	2	-0.8%	0	16	-1	-29	0%	?	nt
O=C(NC1CCCC1)c1cccc(NC(=O)c2ccco2)c1	-7%	1%	-11	0.3%	8	-6	1	-3	0%	5%	2%
O=C1CNC(=S)N1Cc1cccc(Cl)c1	?	nt	5	-0.2%	-17	4	-2	-10	-4%	-4%	3%
N#CCC(=O)N/N=C/c1ccc(OCC(=O)Nc2ccc(F)cc2)cc1	-2%	-10%	2	0.0%	13	0	-2	nt	-1%	-7%	-3%
COc1ccc(C(N)=O)cc1NC(=O)c1cccc(F)c1	-1%	-3%	4	-0.2%	12	0	3	5	-1%	11%	1%
Going on with the list:
SMILES	CXXC DNA block	PKM2 act	KCNH2 3.1 block	B2AR arrestin	Giardia kill	TRPV1 agonist	Coupling enz	KCNH2 WT inh	USP2a inh	Menin-MLL TR inh	GALK inhibitor
CCc1nnc(NC(=O)c2ccc(COc3cccc(C)c3)o2)s1	12%	-4%	16	0.0%	47[activator]	-3	0	0	-2%	-13%	-2%
O=C(Nc1ccc(-c2n[nH]c(=S)o2)cc1)c1ccccc1Br	-12%	1%[11.5 µM]	17	-0.4%	-3	1	11	18	-2%	25%	3%
COC(=O)c1nccnc1C(=O)Nc1ccccc1N1CCOCC1	-12%	0%	5	-0.8%	6	-3	nt	-1	1%	nt	4%
O=C(Nc1cccc(-n2cnnn2)c1)c1cc(Cl)ccc1Cl	3%	nt	-14	-0.4%	5	?	1	5	3%	11%	1%
COc1ccc(-c2csc3ncnc(N4CCN(c5ccc(OC)cc5)CC4)c23)cc1	-5%	2%	8	-0.3%	37[activator]	-4	nt	-10	-1%	nt	0%
[O-][n+]1onc2c1CCC1N(O)C(c3ccccc3)CC21O (stereo not given)	3%	-1%	19	-0.2%	-23	3	0	-5	1%	-7%	0%
O=C(Cc1cccs1)N/N=C/c1ccccn1	-1%	4%	22	-0.5%	-3	3	1	-35	6%	nt	0%
CSc1cccc(NS(=O)(=O)c2cccc3nsnc23)c1	2%	27%	7	0.0%	-2	0	-7	1	2%	9%	0%
O=C(Cc1ccccc1)Nc1ccc(F)cc1	5%	-19%	10	-0.8%	-6	11	0	-19	2%	22%	12%
COC(=O)c1c(C)oc2ccc(NS(=O)(=O)c3cccs3)cc12	8%	6%	-11	0.0%	-14	3	5	1	4%	?	-4%
CC(OC(=O)c1cccs1)C(=O)Nc1nc(-c2ccccc2)cs1 (stereo not given)	10%	4%	-6	0.3%	-3	10	1	-18	2%	8%	-3%
COc1cccc(CNC(=O)CC2C(=O)NCCN2Cc2ccoc2)c1OC (stereo not given)	-20%	5%	1	-0.1%	27	0	-2	-6	1%	-16%	-3%
O=C(COC(=O)/C=C/c1ccc(Cl)cc1)NC1CCCC1	nt	nt	5	0.4%	-4	8	nt	0	-1%	nt	nt
Cc1nc(Nc2ccc(S(N)(=O)=O)cc2)sc1-c1ccccc1	-4%	nt	9	-1.1%	13	13	3	3	-4%	83%[activator]	3%
CC(=O)Nc1ccc(NC(=O)COc2ccc(-c3ccc(C#N)cc3)cc2)cc1	nt	nt	-10	0.1%	13	-3	nt	-2	1%	nt	nt

5 of the compounds above, as a markdown table.
| smiles | CXXC DNA block | PKM2 act | KCNH2 3.1 block | B2AR arrestin | Giardia kill | TRPV1 agonist | Coupling enz | KCNH2 WT inh | USP2a inh | Menin-MLL TR inh | GALK inhibitor |
| --- | --- | --- | --- | --- | --- | --- | --- | --- | --- | --- | --- |
| CCc1nnc(NC(=O)c2ccc(COc3cccc(C)c3)o2)s1 | 12% | -4% | 16 | 0.0% | 47[activator] | -3 | 0 | 0 | -2% | -13% | -2% |
| O=C(Nc1ccc(-c2n[nH]c(=S)o2)cc1)c1ccccc1Br | -12% | 1%[11.5 µM] | 17 | -0.4% | -3 | 1 | 11 | 18 | -2% | 25% | 3% |
| COC(=O)c1nccnc1C(=O)Nc1ccccc1N1CCOCC1 | -12% | 0% | 5 | -0.8% | 6 | -3 | nt | -1 | 1% | nt | 4% |
| O=C(Nc1cccc(-n2cnnn2)c1)c1cc(Cl)ccc1Cl | 3% | nt | -14 | -0.4% | 5 | ? | 1 | 5 | 3% | 11% | 1% |
| COc1ccc(-c2csc3ncnc(N4CCN(c5ccc(OC)cc5)CC4)c23)cc1 | -5% | 2% | 8 | -0.3% | 37[activator] | -4 | nt | -10 | -1% | nt | 0% |

Assay outcomes as filed in PubChem.

An excerpt; rates above refer to the full screens.
